12-LOX inh – Primary qHTS assay for inhibitors of human arachidonate 12S-lipoxygenase (ALOX12): Round 2 | purified 12hLO, xylenol orange hydroperoxide absorbance | Potency, µM (series often up to 108 µM), for inactives: at the highest dose activity change, negative = inhibition, hits mostly inhibitors | actives 1.1% (n = 580,000) | AID 1671190, 2021; active = well fitted inhibition curve with a large enough effect; inconclusive = small, poorly fitted or top-dose-only effect, or another doubt; inactive = no such curve, though single readings can be large or run the other way
Target sequence (P18054 whole entry, looked up): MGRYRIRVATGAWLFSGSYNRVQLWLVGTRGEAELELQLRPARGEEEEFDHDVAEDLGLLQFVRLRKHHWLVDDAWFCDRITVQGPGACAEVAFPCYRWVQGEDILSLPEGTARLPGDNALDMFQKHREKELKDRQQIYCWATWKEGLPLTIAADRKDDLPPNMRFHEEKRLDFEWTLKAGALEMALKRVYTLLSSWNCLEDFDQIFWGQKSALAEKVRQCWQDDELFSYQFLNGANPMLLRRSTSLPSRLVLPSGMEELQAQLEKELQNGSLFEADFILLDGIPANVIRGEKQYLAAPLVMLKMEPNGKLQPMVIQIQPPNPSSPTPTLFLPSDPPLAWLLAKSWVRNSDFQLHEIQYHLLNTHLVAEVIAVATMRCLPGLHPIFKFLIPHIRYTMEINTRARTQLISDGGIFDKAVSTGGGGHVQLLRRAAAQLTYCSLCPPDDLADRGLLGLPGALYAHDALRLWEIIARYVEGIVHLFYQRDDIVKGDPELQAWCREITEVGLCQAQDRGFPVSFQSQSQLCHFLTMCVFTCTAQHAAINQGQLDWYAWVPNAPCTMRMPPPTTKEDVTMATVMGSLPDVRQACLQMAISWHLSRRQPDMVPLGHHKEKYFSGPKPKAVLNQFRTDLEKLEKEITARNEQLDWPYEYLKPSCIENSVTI
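Purified human 12hLO (150 nM final) in 25 mM Hepes, 0.01% Triton X-100, pH 7.0 was preincubated 15 min at room temperature with compound. Then 40 uM arachidonic acid was added, 30 min. Hydroperoxide was read by Fe-XO absorbance ratio 573/405 nm.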
* hit, by the source's call; ? = inconclusive; [ ] = dose if it differs, or a comment. % is scaled to controls: 0 for no effect and ±100 for the full control effect; potency is read from the fitted curve at half-maximal effect.

| Structure | 12-LOX inh |
| --- | --- |
| CCCn1nc(C(=O)Nc2ccc(S(=O)(=O)NC(C)C)cc2)c2ccccc2c1=O | -2% |
| CN(C)CCNC(=O)c1cc2c(n1C)CCN(Cc1ccccc1)C2 | 29% |
| O=C1CCN(S(=O)(=O)c2ccc3c(c2)CCC3)CCCCCCN1 | 9% |
| Cc1ccc(Nc2nnc(SC(C)C#N)s2)cc1 (stereo not drawn) | 1% |
| CN1C(=O)c2cccn2CC1C(=O)NCc1cccc(F)c1 (stereo not drawn) | 30%[activator] |
| Cc1ccccc1-n1c(SC(C)C(=O)c2ccc(Br)cc2)nnc1N1CCOCC1 (stereo not drawn) | ? |
| O=C(COc1ccc(S(=O)(=O)NC2CCCC2)cc1)NCc1ccccn1 | 11% |
| COC(=O)c1cc2c(c3c4ccccc4n(S(=O)(=O)c4cccc(C)c4)c13)C(=O)N(C)C2 | -9% |
| CC1(C(=O)NS(=O)(=O)c2cccc(OC(F)F)c2)CCN1C(=O)C1CC1 (stereo not drawn) | ? |
| NNC1CCCC1O (stereo not drawn) | ? |
| CN(C)c1cccc(NC(=O)C2Cc3c(-c4ccccc4Oc4ccccc4)ccnc3O2)c1 (stereo not drawn) | 9% |
| O=C(Nc1ccc(Cl)cc1Cl)c1cc(=O)[nH]c2ccc(S(=O)(=O)N3CCOCC3)cc12 | 21% |
| CN(CC1CCOC1)C(=O)NCc1ccc(F)cc1 (stereo not drawn) | 24% |
| CSCC(=O)N1CCC2(CCN(Cc3nccnc3C)CC2)C(CO)C1 (stereo not drawn) | 20% |
| O=C(CCC[C@@H]1[C@H]2CCCN3CCC[C@@H](CN1C(=O)NCc1ccc(F)cc1)[C@@H]23)NCC1CC1 | 29% |
| CC(Sc1n[nH]c(=O)n1C1CC1)C(=O)c1ccc(Br)cc1 (stereo not drawn) | -28% |
| CC1(C(=O)N2CCCC(CCc3ccc(F)c(F)c3)C2)CC1 (stereo not drawn) | -31% |
| CCc1ccc(NC(=O)N2C[C@@H](F)C[C@H]2C(=O)N2CCCCC2)cc1 | 19% |
| Cc1cc(C)cc(N2CCC(NC(=O)c3ccc4nc[nH]c4c3)C2=O)c1 (stereo not drawn) | 43%[activator] |
| Cc1ccc(CNC(=O)Cn2c(-c3ccccc3)nc(C)c(CCO)c2=O)cc1 | ? |
| CCCc1nc2c(C)cc(Br)cn2c1Cc1ccc(OC)cc1C | -21% |
| O=C(NCc1ccc(N2CCOCC2)cc1)C1CCN(c2cnc3nccnc3c2)CC1 | ? |
| Cc1cc(C)cc(C(=O)NC2CCN(c3cc(-c4ccc(F)cc4)[nH]n3)C2)c1 (stereo not drawn) | 36%[activator] |
| CC(C)(C)OC(=O)N1CCC[C@H]1C(=O)NCc1ccc(F)cc1F | 7% |
| Cn1c(=O)c2[nH]c(CN3CCC(Cc4ccccc4)CC3)nc2n(C)c1=O | 5% |
| COc1ccc(NC(=O)C(C2CC2)n2c(=O)c(-c3cc4ccccc4[nH]3)nc3ccccc32)cc1 (stereo not drawn) | -1% |
| CN(C)C(=O)CO | 2% |
| Cc1ccc(S(=O)(=O)N2CCCc3nc(-c4ccc(F)cc4)ccc32)cc1 | -1% |
| COc1ccc(NC(=O)c2ccc3c(c2)OCCN(Cc2ncccn2)C3)c(F)c1 | 38%[activator][176 µM] |
| Cc1cccc(Cn2c(NC3CCCCC3)nc3c2c(=O)[nH]c(=O)n3C)c1 | -25% |
| O=[S+]([O-])(c1ccccc1)N1CC2(COCCN(c3nccc(C(F)(F)F)n3)C2)C1 | -12%[176 µM] |
| Cc1ccc(NC(=O)C(C#N)C(=O)c2ccc(C(C)(C)C)cc2)cc1 (stereo not drawn) | ? |
| O=C(Nc1cccc(Br)c1)C1CC(=O)N(c2n[nH]c3cccc(F)c23)C1 (stereo not drawn) | ? |
| Cc1nocc1C(=O)N1C[C@@H](COc2ccccc2)[C@H](C(N)=O)C1 | 29% |
| COc1cccc(CNC(=O)[C@@]23CCCC[C@H]2N(CCC(C)C)C(=O)CC3)c1OC | 52%[activator] |
| Cc1ccc(C(=O)c2oc3cc(NC(=O)c4ccco4)ccc3c2C)cc1 | ? |
| CCn1cc(CN(C)C(=O)c2oc3c(C)c(C)ccc3c2C)cn1 | -12% |
| COc1cc(NC(=O)C2CN(S(=O)(=O)C3CC3)CC23CCCCC3)cc(OC)c1 (stereo not drawn) | -30% |
| Cc1cccc(CN2CCCC(O)(CNCc3cccc(F)c3)C2=O)c1 (stereo not drawn) | 46%[activator] |
| CC1(C(=O)NC2CCC2)CN(Cc2ccccc2)Cc2ccc(N3CCOCC3)nc21 (stereo not drawn) | 36%[activator][176 µM] |
| Cc1ccc(S(=O)(=O)NC2CCN(C(=O)Cc3cccc(F)c3)CC2)cc1 | ? |
| C#CCN(C[C@@H]1[C@@H](OC(=O)NCCCCCC)[C@@H](OC(=O)NCCCCCC)Cn2c(=O)n(CCCCCC)c(=O)n21)S(=O)(=O)c1ccc(C)cc1 | -2% |
| COc1ccc(NC(=O)C(=O)c2c[nH]c3ccccc23)cc1 | -9% |
| COc1ccc(CN2CCCC(c3nn(-c4ccc(Cl)cc4)c(=O)[nH]3)C2)cc1 (stereo not drawn) | ? |
| CCCC(NC(=O)C1CCC1)C12CC3CC(CC(C3)C1)C2 (stereo not drawn) | ? |
| CCCCc1cc(C[C@H]2CNCC[C@H]2CC(=O)NCc2ccc(F)cc2)no1 | -7%[176 µM] |
| Nc1nccnc1C(=O)NCCC(c1ccccc1)c1ccccc1 | 42%[activator] |
| COCCNCc1nc2c(n1Cc1ccccc1)C(=O)N(Cc1ccccc1C#N)CCN2 | 88%[activator] |
| Cc1cccc(CN2CCCCC23Cc2ccccc2CNC3=O)n1 (stereo not drawn) | 55%[activator] |
| COc1ccc(CN2C[C@H]3CN(S(=O)(=O)c4ccc(C)cc4)CCN3C2=O)cc1 | ? |
| CCOc1cc(=O)n2c(c1C(=O)Nc1cc(OC)cc(OC)c1)CCCC2 | 6% |
| O=C(NCCOc1ccccc1)C1CN(Cc2ccccc2)C(=O)N1 (stereo not drawn) | 21%[176 µM] |
| CCCc1cc(=O)oc2cc(OCC(=O)c3ccc(OC)cc3)ccc12 | -3% |
| CC(=O)c1ccc(NC(=O)O[C@@H]2CO[C@H]3[C@@H]2OC[C@@H]3NC(=O)c2ccco2)cc1 | 62%[activator][176 µM] |
| CCc1cc2cc(OC)c(OC)cc2c(Cc2ccccc2)n1 | -10%[22.9 µM] |
| N#Cc1ccc(CS(=O)(=O)Cc2ccc(Cl)cc2Cl)cc1 | 9% |
| CCOC(=O)c1sc(NC(=O)CC[C@H]2NC(=O)c3ccccc3NC2=O)nc1C | ? |
| CCOC(=O)C1=C[C@@H](C(C)(C)C)N(S(=O)(=O)c2ccc(C)cc2)[C@H]1c1ccc(OC)cc1 | -8% |
| O=C(Cc1c[nH]c2ccccc12)NCc1cccnc1N1CCOCC1 | 68%[activator] |
| CCn1cc2c3c(cccc31)CN(C(=O)c1ccc(OC)c(F)c1)CC2 | ? |

Next part; it opens with the 2 that closed the last part.
SMILES	12-LOX inh
O=C(Cc1c[nH]c2ccccc12)NCc1cccnc1N1CCOCC1	68%[activator]
CCn1cc2c3c(cccc31)CN(C(=O)c1ccc(OC)c(F)c1)CC2	?
Cc1ccc(Cn2c(=O)c(-c3noc(C)n3)c3n(c2=O)CCCC3)cc1	-9%
CCn1c(=O)c2ccnn2c2ccc(C(=O)Nc3ccc(C)c(F)c3)cc21	?
O=C(CCc1ccc(O)cc1)N1CCC2(CCNCC2)CC1	10%
O=C(O)c1nnn(-c2cccc(Br)c2)c1C(F)(F)F	?
CCC(=O)N1Cc2ccccc2CC2(CCN(CC3CCNCC3)C2)C1 (stereo not drawn)	-3%[6.33 µM]
Cc1nn(C)c(C)c1CCC(=O)Nc1nc(-c2ccc(F)c(F)c2)c(C)s1	4%
Cc1noc(-c2ccco2)c1C(=O)NCCOc1ccccc1	1%
O=C(Nc1ccc(S(=O)(=O)N2CCCC2)cc1)c1cc(-c2cccc(F)c2)no1	0%
C[C@H](O)c1onc(-c2ccc(F)cc2)c1C(=O)NC(C)(C)C	29%[176 µM]
CCc1cccc(-n2nnnc2N2CCN(C(=O)Nc3ccc(C)c(F)c3)C(C)C2)c1 (stereo not drawn)	7%[6.33 µM]
COCC(=O)Nc1ccc([C@@H](O)[C@H]2COCC(=O)N2Cc2ccccc2F)cc1	51%[activator][176 µM]
N#Cc1ccc(C(=O)NCc2coc(-c3cccs3)n2)cc1	-5%
Cn1c(CCNC(=O)c2ccccc2F)nnc1SCC(=O)N1CCOCC1	2%
CC(=O)N1Cc2ccccc2CC2(CCCN(CC3CCOCC3)C2)C1 (stereo not drawn)	6%[6.33 µM]
Cc1ccc(-n2nnnc2SC(C(=O)N2CCCCC2)c2ccccc2)c(C)c1 (stereo not drawn)	-64%
CCCCCCCCN1C(=O)[C@@H](CC(=O)NCc2cccs2)C[C@@]2(C(=O)OC)C1=C[C@H](C(C)(C)C)O[C@@H]2C	-22%

Pulled by compound from the entries so far, three records:
SMILES	12-LOX inh
CCCCCCCCN1C(=O)[C@@H](CC(=O)NCc2cccs2)C[C@@]2(C(=O)OC)C1=C[C@H](C(C)(C)C)O[C@@H]2C	-22%
N#Cc1ccc(C(=O)NCc2coc(-c3cccs3)n2)cc1	-5%
C[C@H](O)c1onc(-c2ccc(F)cc2)c1C(=O)NC(C)(C)C	29%[176 µM]

Continued:
SMILES	12-LOX inh
O=C(CN1C(=O)CC2(CCCCC2)C1=O)c1c[nH]c2ccccc12	24%
CNC[C@@H]1Oc2cc(Br)ccc2S(=O)(=O)N([C@H](C)CO)C[C@H]1C	6%
CNC(=O)C1(c2ccccc2)CCCCC1	-14%
C=CCN(Cc1nc(-c2cccc(Cl)c2)oc1C)C1CCS(=O)(=O)C1 (stereo not drawn)	14%
CCOc1cccc(-c2noc(-c3ncn4c3COC(c3ccc(OC)cc3)C4)n2)c1 (stereo not drawn)	67%[activator]
Cc1cc(C)cc(Nc2nc(C)c(C(=O)N(C)C)s2)c1	-28%
Cc1cc(C(=O)N2CCNCC(O)C2)c(-c2ccccc2)o1 (stereo not drawn)	21%
COC(=O)[C@@H]1Cc2c([nH]c3ccccc23)[C@H]2C[C@@H](NC3CC3)C[C@@H](c3ccc(F)cc3)N21	?

5 structures out of the list, arranged by count of non-hydrogen atoms, smallest number first.
SMILES	12-LOX inh
CCCC(NC(=O)C1CCC1)C12CC3CC(CC(C3)C1)C2 (stereo not drawn)	?
CNC[C@@H]1Oc2cc(Br)ccc2S(=O)(=O)N([C@H](C)CO)C[C@H]1C	6%
Cc1ccc(S(=O)(=O)N2CCCc3nc(-c4ccc(F)cc4)ccc32)cc1	-1%
CCOc1cccc(-c2noc(-c3ncn4c3COC(c3ccc(OC)cc3)C4)n2)c1 (stereo not drawn)	67%[activator]
CCOC(=O)C1=C[C@@H](C(C)(C)C)N(S(=O)(=O)c2ccc(C)cc2)[C@H]1c1ccc(OC)cc1	-8%

Next structures.
SMILES	12-LOX inh
CC(=O)NC1CC2(CCN(C(C)=O)CC2)Oc2ccccc21 (stereo not drawn)	7%[12.5 µM]
COc1ccc(C(=O)NCC(C)OC23CC4CC(CC(C4)C2)C3)cc1 (stereo not drawn)	17%
COc1ccc(CC(=O)NC2CCN(c3ccccc3)C2=O)c(Cl)c1 (stereo not drawn)	1%
Cc1ccc(-c2cn(CCC(=O)O)c(=O)cn2)cc1	-11%
CCOc1c(Cl)cc(/C=C/C(=O)c2ccc(OC(F)F)cc2)cc1OC	?
CCC1CCc2sc(C(=O)N3CCN(c4ncccn4)CC3)cc2C1 (stereo not drawn)	32%
CCOC(=O)C1CCCN(C(=O)CSc2nnc(-c3ccc(C)cc3)n2N)C1 (stereo not drawn)	19%
Cc1scc(C(=O)NNC(=S)NC(C)C)c1C	-3%
O=C(NCCC(F)(F)F)C1=CN2CCN(Cc3cccc(Cl)c3)C(=O)N=C2O1	24%
O=C1Cc2c(-c3cccc(CO)c3)n[nH]c2CN1CC1CC1	8%[176 µM]
Cc1cc(NC(=O)C(C)OC(=O)/C(=C/c2cccs2)c2cccs2)on1 (stereo not drawn)	?
CSCc1ccc(C(=O)Nc2cccc(F)c2)o1	-4%
COC(=O)C(C)Oc1ccc2c(=O)c(-c3ccc4c(c3)OCCO4)coc2c1 (stereo not drawn)	8%
COC(=O)C[C@@H]1C=C[C@@H](NS(=O)(=O)c2ccc(OC)cc2)[C@@H](CO)O1	-10%
Cc1cc(C(F)(F)F)nn1CC(=O)N1CCc2n[nH]c(=O)n2CC1	36%[activator]
CN(C)[C@@H]1[C@@H](NS(=O)(=O)c2cccc3c2OCCO3)[C@H]2CCO[C@H]21	35%[activator]
COc1ccc(-c2c(C)oc3cc(OCCN4CCCCC4)ccc3c2=O)cc1	?
COCc1nc(CCNC(=O)Cc2ccccc2)no1	6%
O=C(Nc1ccccc1)c1ccc2c(c1)OCCN(CCC(F)(F)F)C2	2%[176 µM]
Cc1cnc(NC(=O)Cc2cnc(-c3ccccc3F)s2)s1	4%
O=C(CSc1nc2cc(C34CC5CC(CC(C5)C3)C4)ccc2o1)c1ccccc1	7%
COC(=O)CNC(=O)c1cc(-c2ccc(Cl)cc2Cl)c2cnn(C)c2n1	?
Cc1ccc(NC(=O)COc2ccccc2)cc1S(=O)(=O)N1CCCCC1	8%
CC1Oc2ccc(NS(=O)(=O)c3cccc(Cl)c3)cc2CN(Cc2ccccc2Cl)C1=O (stereo not drawn)	-14%
N#Cc1ccc(CC(=O)N2CC(CNC(=O)c3cccnc3)C3(C2)CN(c2ccccc2)C3)cc1 (stereo not drawn)	-20%
COc1cc(C(=O)Nc2ccc3oc(-c4ccccc4C)nc3c2)cc(OC)c1OC	-9%
COc1ccc(N=C2S[C@H]3[C@H]([C@@H](O)[C@H](O)C[C@@H]3C(N)=O)N2Cc2ccc(-c3ccccn3)cc2)cc1	-24%

Screening results deposited in PubChem BioAssay by National Center for Advancing Translational Sciences (NCATS).

An excerpt; rates above refer to the full screens.
